# From PubChem BioAssay
# BLM helicase inh: inhibitors of human Bloom syndrome helicase BLM; AID 2528; recombinant BLM DNA unwinding, fluorescence dequenching; hit rate 0.2% among 350,000; P54132; Potency, µM (doses to about 56.1 µM), for the others: top-dose activity change, negative = inhibition, usual class: inhibitors;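 also: plate controls were vehicle for no effect and no enzyme for full effect; nearly all actives have a fitted effect of over 35% in size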
# G9a inh: inhibitors of human histone lysine methyltransferase G9a | Potency, µM (top dose mostly 102 µM), for the others: top-dose activity, negative = inhibition, actives largely listed as inhibitors | G9a H3K9 monomethylation, AlphaScreen, 2 h | hit rate 8.8% among 350,000; also: nearly all actives have a fitted effect of over 75% in size
# Target sequence (Q96KQ7 913-1193 limits assumed): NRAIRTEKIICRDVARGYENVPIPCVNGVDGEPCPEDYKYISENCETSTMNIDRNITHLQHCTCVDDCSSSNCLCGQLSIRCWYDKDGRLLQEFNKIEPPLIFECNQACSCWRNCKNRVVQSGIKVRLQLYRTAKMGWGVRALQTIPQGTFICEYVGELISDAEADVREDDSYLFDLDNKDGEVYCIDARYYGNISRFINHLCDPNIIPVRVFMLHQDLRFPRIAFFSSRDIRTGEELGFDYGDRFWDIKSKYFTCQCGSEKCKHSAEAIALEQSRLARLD
#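 Step 1: enzyme (final 20 nM) with compound, 15 min RT. Step 2: substrate peptide 500 nM and SAM 20 uM, 2 h RT. Step 3: anti-H3K9me1 antibody and AlphaScreen beads, 10 min, then plate read.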
# * = called active by the depositor; ? = inconclusive; . = no result given; & = joins results of further samples; [ ] = dose if it differs, or a comment. Calls follow the shape of the dose curve; as a rule, active = well fitted curve in the direction sought with a large enough effect; inconclusive = small, poorly fitted or top-dose-only effect, or another doubt; inactive = no such curve, though single readings can be large; an effect the other way counts as inactive or inconclusive. Unless noted, % is scaled to controls: 0 for no effect and ±100 for the full control effect; potency is read from the fitted curve at half-maximal effect. An excerpt; count on the stated rates, not on these rows.
SMILES,BLM helicase inh,G9a inh
CC(C)(O)C1O[C@H]2CC[C@@]3(C)[C@@](O)(CC[C@H]4Cc5c([nH]c6ccccc56)[C@@]43C)C2=CC1=O (stereo not given in full),.,-36%&4%&-33%[59 µM]
CC(N)(COP(=O)(O)Oc1ccccc1)C(=O)O (stereo not given),.,27%[59 µM]
CC(C)C[C@H](NC(=O)[C@H](Cc1ccccc1)NC(=O)CNC(=O)[C@H](CO)NC(=O)[C@@H](N)Cc1ccc(O)cc1)C(=O)N[C@H](C(=O)O)[C@H](C)O,.,23%[59 µM]
COc1cccc2c1C13CC[N+]4(CC5CC5)CO[C@]1(CCC(=O)C3)C4C2,.,21%[59 µM]
CN(CCCC(=O)c1cccnc1)N=O,.,34%[59 µM]
C[C@H](N)Cc1cccc(C(F)(F)F)c1,.,30µM*
CN1CC[C@@]2(C)c3cc(OC(=O)Nc4ccccc4)ccc3N(C)[C@@H]12,.,16µM*
CC(C)[C@H](NC(=O)[C@H](CCC(=O)O)NC(=O)[C@H](Cc1ccccc1)NC(=O)[C@H](C)NC(=O)[C@@H](N)Cc1ccc(O)cc1)C(=O)N[C@H](C(=O)NCC(N)=O)C(C)C,.,27%[59 µM]
CC(C)=CCC[C@]1(C)[C@@H](CC=C(C)C)C[C@@]2(CC=C(C)C)C(=O)[C@]1(C(=O)C(C)C)C(=O)C(CC=C(C)C)=C2O,.,?
O=C1/C(=C\c2ccccc2)C[C@@]2(O)[C@H]3Cc4ccc(O)c5c4[C@@]2(CCN3CC2CC2)[C@H]1O5,.,?
C[C@]12CC[C@H]3[C@@H](C[C@H](F)C4=CC(=O)CC[C@@]43C)[C@@H]1CC[C@@H]2O,.,19%[59 µM]
Oc1ccc2c3c1O[C@H]1c4oc5ccccc5c4C[C@@]4(O)C(C2)N(CC2CC2)CC[C@]314,.,-3%[59 µM]
O=C(/C=C/c1ccc(Cl)cc1)N[C@@]12CCC(=O)[C@@H]3Oc4c(O)ccc5c4[C@@]31CCN(CC1CC1)C2C5,.,16%[59 µM]
C[C@H](NC(=O)[C@@H](N)Cc1ccc(O)cc1)C(=O)N[C@@H](Cc1ccccc1)C(=O)NCC(=O)N[C@@H](Cc1ccc(O)cc1)C(=O)N1CCC[C@H]1C(=O)N[C@@H](CO)C(N)=O,.,28%[59 µM]
C(=C\c1ccccc1)/CN1CCN(CCOC(c2ccccc2)c2ccccc2)CC1,.,11µM*
COc1ccc(NC(=O)N2CC3(CCN(C(=O)Oc4ccccc4)CC3)C2)cc1,-13%,-9%[12.7 µM]
c1ccc2c(c1)OC[C@@H](C1=NCCN1)O2,-7%,8%[21.5 µM]
CNC[C@H](O)c1ccc(O)c(OC)c1,-3%[21.4 µM],-9%[21.5 µM]
Cc1[nH]c2ccc(Cl)cc2c1C1=CCNCC1,-2%,?
NCCCP(=O)(O)CC1CCCCC1,6%,40%[59 µM]
O=C1NC(=O)N(c2ccccc2)C(=O)/C1=C/c1ccc2c(c1)Cc1ccccc1-2,4%,6.3µM*
CN1CC[C@@]2(CCCN(C(=O)c3csnn3)C2)C1,32%[activator],-9%[12.7 µM]
CC(=O)OC[C@H](N)C(=O)c1ccccc1,5%,?
CCN(CC)C(=O)N[C@@H]1C[C@H]2c3cccc4[nH]cc(c34)C[C@@H]2N(C)C1,0%&1%[21.4 µM],17%&35%[21.5 µM]
CN1[C@H]2CC(=O)C[C@@H]1[C@@H](O)C2,5%[21.4 µM],1%[21.5 µM]
CC(C)C[C@H]1C(=O)N2CCC[C@@H]2[C@@]2(O)O[C@](NC(=O)[C@@H]3C=C4c5cccc6[nH]cc(c56)C[C@@H]4N(C)C3)(C(C)C)C(=O)N12,-20%[21.4 µM],?
COCC(=O)N1CCC2(CCCN(Cc3ccncc3)C2)CC1,5%,-4%[12.7 µM]
CC(=O)[C@@H]1CC[C@@H]2[C@@H]3CCC4=CC(=O)CC[C@@]4(C)[C@H]3CC[C@]21C,-6%[21.4 µM],22%[21.5 µM]
CC(C)(C)[C@]1(O)C[C@@H]2OC(=O)CC23C(=O)O[C@@H]2OC(=O)[C@H](O)C231 (stereo not given in full),0%,29%[59 µM]
CC(C)(C)NC[C@H](O)c1cc(Cl)c(N)c(Cl)c1,2%[21.4 µM],20%[21.5 µM]

# 6 structures already listed, sorted by heavy-atom count, smallest number first:
SMILES,BLM helicase inh,G9a inh
CN1[C@H]2CC(=O)C[C@@H]1[C@@H](O)C2,5%[21.4 µM],1%[21.5 µM]
CC(C)(C)NC[C@H](O)c1cc(Cl)c(N)c(Cl)c1,2%[21.4 µM],20%[21.5 µM]
CN1CC[C@@]2(CCCN(C(=O)c3csnn3)C2)C1,32%[activator],-9%[12.7 µM]
CC(C)(C)[C@]1(O)C[C@@H]2OC(=O)CC23C(=O)O[C@@H]2OC(=O)[C@H](O)C231 (stereo not given in full),0%,29%[59 µM]
CCN(CC)C(=O)N[C@@H]1C[C@H]2c3cccc4[nH]cc(c34)C[C@@H]2N(C)C1,0%&1%[21.4 µM],17%&35%[21.5 µM]
O=C1NC(=O)N(c2ccccc2)C(=O)/C1=C/c1ccc2c(c1)Cc1ccccc1-2,4%,6.3µM*

# The list continues.
SMILES,BLM helicase inh,G9a inh
CCCN1CCC[C@@H]2Cc3cn[nH]c3C[C@H]21,2%,-3%[59 µM]
CC1(C)C(=O)C=C[C@@]2(C)C1CC(O)[C@]1(C)C2CC[C@@]2(C)C(c3ccoc3)OC(=O)C3O[C@]312 (stereo not given in full),-2%,-31%[2.33 µM]
O=C1C=C2C=C[C@H]3C[C@@]2(O1)[C@H]1CCCCN31,-4%[21.4 µM],20%[21.5 µM]
CCCCCc1cc(O)c2c(c1)OC(C)(C)[C@@H]1CCC(C(=O)O)=C[C@H]21,-7%,26%[59 µM]
CC(=O)OC1CC(OC(C)=O)[C@]2(C)C(CC(OC(C)=O)[C@]3(C)C2CC[C@@]2(C)C(c4ccoc4)C(=O)C4O[C@]432)C1(C)C (stereo not given in full),1%,-41%[2.33 µM]
O=C(Oc1ccccc1)N1CCC2(CCCN(C(c3ccccc3)c3ccccc3)C2)CC1,-5%,-12%[12.7 µM]
C[C@@]12CC[C@H]3[C@@H](CC[C@]4(O)C[C@H](O)CC[C@@]34C=O)[C@]1(O)CC[C@@H]2C1=CC(=O)OC1,2%[21.4 µM],21%[21.5 µM]
CCCCCCCCCCCCCCCCOC[C@@H](COP(=O)([O-])OCC[N+](C)(C)C)OC(C)=O,-1%,3%[59 µM]
CC(C)CN1CC2(CCN(C(=O)Oc3ccccc3)CC2)C1,2%,0%[12.7 µM]
C=C(C)C1CCC(C)=CC1c1c(O)cc(O)cc1CCCCC (stereo not given),-17%,?

# Complete entries, looked up by structure. Values in the order: BLM helicase inh, G9a inh
# CC(C)CN1CC2(CCN(C(=O)Oc3ccccc3)CC2)C1 is entered as 2%, 0%[12.7 µM]
# CCCN1CCC[C@@H]2Cc3cn[nH]c3C[C@H]21 is entered as 2%, -3%[59 µM]

# Next section.
SMILES,BLM helicase inh,G9a inh
C[C@@]12CC[C@H](O)C[C@@H]1CC[C@H]1[C@@H]2C[C@@H](O)[C@]2(C)[C@@H](C3=CC(=O)OC3)CC[C@]12O,4%[21.4 µM],10%[21.5 µM]
C=C/C(=C/C(=O)C[C@H](C)C[C@@H](C)CC[C@H](O)[C@H](C)C(=O)C[C@@H](O)[C@H](C)[C@@H](C)OC(=O)C[C@@H](O)C1=C(C)C(=O)OC1=O)CC,-17%[12.4 µM],-42%[2.33 µM]
CC1C(=O)OC2O[C@]3(C)CC[C@H]4C(C)CCC1[C@]24OO3 (stereo not given in full),5%,6%[2.33 µM]
c1csc(CN2CC[C@@]3(CCCNC3)C2)n1,1%,5%[12.7 µM]
O=C(c1ccco1)N1CCC[C@@]2(CCN(Cc3ccncc3)C2)C1,7%,7%[12.7 µM]
N#CC(C#N)=Cc1cc(O)c(O)c([N+](=O)[O-])c1,-21%,16µM*
COc1cc2c(cc1OC)[C@@H]1C(=O)c3ccc(O)c(CC=C(C)C)c3OC1CO2 (stereo not given in full),4%,-33%[2.33 µM]
NC(=NCCc1ccc(I)cc1)SCCCc1cnc[nH]1,2%,?
O=C(c1ccco1)N1CCC2(CC1)CN(Cc1ccncc1)C2,2%,9%[12.7 µM]
C/C=C(\C)C(=O)OC1CC(OC(C)=O)[C@@]2(C(=O)OC)COC3C2[C@@]12CO[C@](O)(C(=O)OC)C2[C@](C)(C12OC1(C)C1CC2OC2OC=C[C@]21O)C3O (stereo not given in full),-5%,-42%[2.33 µM]
COc1c2c(cc3c1OCO3)C13C=CC(OC)CC1N(C2)CC3O (stereo not given),6%,-30%[2.33 µM]
CN1CCN(c2ncc3ncc(=O)n(C)c3n2)CC1,1%,-3%[0.501 µM]
O=C(/C=C/c1ccccc1)NC(NC(=S)Nc1cccc2cccnc12)C(Cl)(Cl)Cl (stereo not given),-8%,14µM*
CCCCCCCCc1[se]c2ccccc2c1Br,-3%[75.6 µM],24%
CS(=O)(=O)N1CCC2(CC1)CN(Cc1ccncc1)C2,1%,4%[12.7 µM]
COC[C@H]([C@@H](O)[C@@H](O)C(=O)NCC[C@@H](C)c1nc(/C=C/C[C@H]2OC3(C[C@H](O)[C@H]2C)OC([C@@H](C[C@@H](O)[C@@H](C)[C@@H](O)[C@@H](C)/C=C(C)/C(C)=C/C=C/C(C)=C\C#N)OC)[C@@H](OP(=O)(O)O)C3(C)C)co1)N(C)C (stereo not given in full),0%,27%[59 µM]
NCC1O[C@@H](O[C@H]2C(O)C(O[C@@H]3C(O[C@H]4OC(CO)C(O)C(O)C4N)C(N)CC(N)[C@H]3O)O[C@@H]2CO)C(N)C(O)C1O (stereo not given in full),43%[activator],-8%[2.33 µM]
C[C@]12CC[C@H](O)C[C@@H]1CC[C@H]1[C@H]2CC[C@]2(C)C(=O)CC[C@@H]12,-14%&4%&1%[21.4 µM],17%&23%&13%[21.5 µM]
N#CC(O[C@@H]1OC(COC2OC(CO)C(O)C(O)[C@@H]2O)C(O)C(O)C1O)c1ccccc1 (stereo not given in full),-8%,-38%[2.33 µM]
COc1ccc(NC(=O)N2CCCC3(CCN(C(=O)Oc4ccccc4)CC3)C2)cc1,-1%,-24%[12.7 µM]
C[C@@H]1CC[C@H]2[C@@H](C)C(=O)O[C@@H]3OC4(C)CC[C@@H]1[C@]32OO4,5%,3%[59 µM]
CCCCC/C=C\C/C=C\C/C=C\C/C=C\CCCC(=O)NCc1ccc(O)c(OC)c1,-8%,-2%[59 µM]
c1ccc(N2CC[C@@]3(CCCNC3)C2)cc1,-8%,-30%[12.7 µM]
CNC(Cc1c[nH]c2ccccc12)C(=O)O (stereo not given),-7%,-45%[2.33 µM]
O=C(Oc1ccccc1)N1CCC[C@@]2(CCN(Cc3ccccc3)C2)C1,6%,-3%[12.7 µM]
CC(CO)NC(=O)C1C=C2c3cccc4[nH]cc(c34)C[C@H]2N(C)C1 (stereo not given in full),3%,-31%[2.33 µM]
Cn1cc(C(=O)C(=O)N[C@H]2CN3CCC2CC3)c2ccccc21,0%,38%[59 µM]
O=C(CCCN1CCC2(CC1)C(=O)N(Cc1cccc(F)c1)CN2c1ccccc1)c1ccc(F)cc1,-9%,?
Cc1cc([C@@H]2CCCN2C)on1,-2%,?
CC(C)c1cc2c(c(O)c1O)[C@]1(C(=O)O)CCCC(C)(C)C1CC2 (stereo not given in full),-16%,-38%[2.33 µM]
Cc1cc(OC(=O)N2CCCCC2)c(C(C)C)cc1[N+](C)(C)C,-8%,-42%[2.33 µM]
O=C(Oc1ccccc1)N1CCC2(CCN(Cc3nccs3)CC2)CC1,-2%,-6%[12.7 µM]
CCCCCCCCCCCCCC(=O)O[C@@H]1[C@@H](C)[C@@]2(O)[C@@H](C=C(CO)C[C@]3(O)C(=O)C(C)=C[C@@H]23)[C@@H]2C(C)(C)[C@]12OC(C)=O,-14%,9%[59 µM]
CC(=O)OC1C[C@@]2(C)C(c3ccoc3)C[C@H]3O[C@@]32[C@@]2(C)C(=O)C(O)=C3C(C)(C)C(=O)C=C[C@]3(C)C12 (stereo not given in full),-2%,-42%[2.33 µM]

# Entries from the list above containing a tert-butyl group, in the order listed:
SMILES,BLM helicase inh,G9a inh
CC(C)(C)[C@]1(O)C[C@@H]2OC(=O)CC23C(=O)O[C@@H]2OC(=O)[C@H](O)C231 (stereo not given in full),0%,29%[59 µM]
CC(C)(C)NC[C@H](O)c1cc(Cl)c(N)c(Cl)c1,2%[21.4 µM],20%[21.5 µM]
